# RGS8-Gao reg – RGS8-Galphao binding modulators, primary screen, biochemical, multiplexed bead flow cytometry | 220,000 compounds, 0.34% hits | AID 1423, 2008 | actives lie on both sides | Guanine nucleotide-binding protein G(o) subunit alpha (Homo sapiens), P09471 | response (percent of control binding), % at 10 µM; in the data active = response below about 60% or above about 140%; inactive = in between;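 note: Galphao activated as the GDP aluminium fluoride complex binding bead-coupled RGS8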
# ABCG2 inh – ABCG2 efflux pump inhibitors, primary screen, multiplex with ABCB1, IgMXP3 cells, flow cytometry. 190,000 compounds, 0.1% hits. AID 1325, 2008. inhibition, % at 6.6 µM. Broad substrate specificity ATP-binding cassette transporter ABCG2 (Homo sapiens), Q9UNQ0. JC-1 efflux;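 active = inhibition above 80%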;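 note: 0% = DMSO and 100% = nicardipine control wells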
#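 Measure – % inhibition of efflux relative to nicardipine and DMSO · Test system – ABCG2 IgMXP3 and barcoded ABCB1 CCRF-Adr cell mix · Control set – nicardipine as high control, DMSO as low control · Compound – one concentration, 6.6 µM final · Signal – flow cytometry of retained JC-1 fluorescence · Timing – 10 min exposure at 25 °C with rotation, no wash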
# Bcl-2 Bim block – inhibitors of Bim-Bcl-2 binding, primary screen, biochemical, multiplexed, human Bcl-2 family | inhibition, % at 10 µM | AID 950, 2007 | Bead-based flow cytometry, Bim peptide-Bcl-2 binding | Apoptosis regulator Bcl-2 (Homo sapiens), P10415 | 190,000 compounds, 0.06% hits; in the data active = inhibition above about 40%; inconclusive = no clear call, values can overlap the other calls;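 note: 0% = no compound wells with probe peptide and 100% = reference peptide inhibitor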
# ABCB1 block – ABCB1 efflux pump inhibitors, primary screen, cell-based, multiplex, flow cytometry, ABCG2 counter-screen. 190,000 compounds, 0.067% hits. AID 1326, 2008. CCRF-Adr cells, JC-1 efflux. inhibition, % at 6.6 µM; in the data active = inhibition above about 40%;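 note: 0% = vehicle and 100% = reference inhibitor; higher value means more JC-1 retained so stronger ABCB1 efflux block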
# Target sequence (P08183 whole entry, looked up): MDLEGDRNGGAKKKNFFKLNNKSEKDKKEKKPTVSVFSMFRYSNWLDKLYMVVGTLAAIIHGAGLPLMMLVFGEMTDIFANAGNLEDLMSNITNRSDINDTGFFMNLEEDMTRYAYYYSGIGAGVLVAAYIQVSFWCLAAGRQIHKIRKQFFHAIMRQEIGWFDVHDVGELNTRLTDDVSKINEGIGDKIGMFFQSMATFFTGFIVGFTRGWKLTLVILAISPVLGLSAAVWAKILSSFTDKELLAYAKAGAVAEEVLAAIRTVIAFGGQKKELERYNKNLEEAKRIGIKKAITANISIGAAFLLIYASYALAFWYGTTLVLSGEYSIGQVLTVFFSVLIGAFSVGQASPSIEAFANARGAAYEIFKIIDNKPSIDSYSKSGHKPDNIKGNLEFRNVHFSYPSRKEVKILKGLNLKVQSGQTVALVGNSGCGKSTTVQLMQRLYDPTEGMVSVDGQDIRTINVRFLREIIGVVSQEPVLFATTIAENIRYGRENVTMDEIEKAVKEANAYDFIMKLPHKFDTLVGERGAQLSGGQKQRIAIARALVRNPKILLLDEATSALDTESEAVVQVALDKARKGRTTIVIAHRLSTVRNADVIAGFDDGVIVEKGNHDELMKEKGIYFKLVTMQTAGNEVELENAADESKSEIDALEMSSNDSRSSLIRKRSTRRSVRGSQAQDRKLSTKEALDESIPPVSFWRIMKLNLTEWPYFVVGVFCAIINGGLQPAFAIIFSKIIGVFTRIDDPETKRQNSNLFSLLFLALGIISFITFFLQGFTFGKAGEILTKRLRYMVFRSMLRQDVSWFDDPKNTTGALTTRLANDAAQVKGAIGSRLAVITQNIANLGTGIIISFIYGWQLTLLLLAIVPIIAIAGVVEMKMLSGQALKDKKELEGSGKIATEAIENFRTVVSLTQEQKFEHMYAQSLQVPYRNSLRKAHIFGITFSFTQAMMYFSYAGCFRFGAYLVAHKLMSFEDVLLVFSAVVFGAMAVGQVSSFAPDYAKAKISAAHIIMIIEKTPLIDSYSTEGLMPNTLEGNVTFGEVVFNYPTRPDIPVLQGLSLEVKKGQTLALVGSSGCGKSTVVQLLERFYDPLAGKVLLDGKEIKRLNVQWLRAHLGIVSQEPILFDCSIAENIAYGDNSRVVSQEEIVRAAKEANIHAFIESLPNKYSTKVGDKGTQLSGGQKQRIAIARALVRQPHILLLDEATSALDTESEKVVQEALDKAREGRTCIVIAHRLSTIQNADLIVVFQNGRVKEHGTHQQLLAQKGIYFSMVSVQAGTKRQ
# Bim-Bfl-1 – inhibitors of Bim binding to Bfl-1, primary screen, biochemical, multiplexed, bead-based flow cytometry; Bcl-2-related protein A1 (Homo sapiens), Q16548; Bim-Bfl-1 binding inhibition; inhibition, % at 10 µM; 190,000 compounds, 0.12% hits;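 note: 0% = wells without compound plus tracer and 100% = blocker peptide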
# GSH fluor – compound fluorescence on glutathione beads, profiling panel, artefact control, biophysical, 488/530 nm, flow cytometry. GSH beads flow cytometry, compound fluorescence 488/530 nm; active compounds read high. fluorescence (KMESF) at 10 µM. 190,000 compounds, 0.25% hits. AID 1776, 2009; in the data active = fluorescence above about 89;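 note: glutathione beads carrying GST-tagged Bcl family fusion proteins plus one bare bead set; values are compound well signal with DMSO vehicle wells as background; inactives centre near 16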
# Bcl-W Bim block – inhibitors of Bim binding to Bcl-W, primary screen, biochemical, multiplexed, bead-based flow cytometry | inhibition, % at 10 µM | 190,000 compounds, 0.02% hits | AID 952, 2007 | Bim peptide-Bcl-W binding | Bcl-2-like protein 2 (Homo sapiens), Q92843;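 note: 0% = bound tracer without compound and 100% = peptide blocker; higher means less fluorescent Bim peptide bound to Bcl-W beads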
# Bim-Bcl-XL – inhibitors of Bim-Bcl-XL binding, primary screen, biochemical, multiplexed, bead flow cytometry, human Bcl-XL. Bcl-2-like protein 1 (Homo sapiens), Q07817. Bim peptide-Bcl-XL binding, fluorescence. inhibition, % at 10 µM. 190,000 compounds, 0.04% hits. AID 1007, 2008
# RGS4-Gao reg – modulators of RGS4 binding to Galphao, primary screen, biochemical, multiplexed bead flow cytometry; binding response (% of control), % at 10 µM; 220,000 compounds, 0.33% hits; actives lie on both sides; AID 1415, 2008; in the data active = binding response below about 49% or above about 150%; inactive = in between;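 note: fluorescent Galphao activated with aluminum fluoride binding bead-coupled RGS4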
# RGS7-Gao reg – RGS7-Galphao binding modulators, primary screen, biochemical, multiplexed bead flow cytometry; Guanine nucleotide-binding protein G(o) subunit alpha (Homo sapiens), P09471; actives lie on both sides; binding response (% of control), % at 10 µM; 220,000 compounds, 0.35% hits; AID 1439, 2008; in the data active = binding response below about 49% or above about 150%; inconclusive = no clear call, values can overlap the other calls; inactive = in between;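 note: fluorescent Galphao held in activated GDP-AlF4 state binding bead-coupled RGS7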
# Bim-Bcl-B – inhibitors of Bim-Bcl-B binding, primary screen, biochemical, multiplexed, human Bcl-2 family | inhibition, % at 10 µM | 190,000 compounds, 0.073% hits | bead-based flow cytometry, Bim peptide-Bcl-B binding | Bcl-2-like protein 10 (Homo sapiens), Q9HD36;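 note: 0% = tracer peptide without compound and 100% = reference inhibitor peptide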
# Active calls of the source: *; ? = inconclusive. Cut-off read from the data, not from the text of the source, unless noted: active = inhibition above about 40%.
SMILES,RGS8-Gao reg,ABCG2 inh,Bcl-2 Bim block,ABCB1 block,Bim-Bfl-1,GSH fluor,Bcl-W Bim block,Bim-Bcl-XL,RGS4-Gao reg,RGS7-Gao reg,Bim-Bcl-B
Cn1cnnc1Sc1ccc(C(F)(F)F)cc1[N+](=O)[O-],102,2,-4,0.6,-4,16,0,-1,101,104,-2
CCc1nnc(NC(=O)c2ccc(-c3ccc(F)cc3)o2)s1,97,3,-2,0.1,-6,14,-2,-1,100,97,-2
Cc1ccc(S(=O)(=O)N(C)C)cc1NC(=S)N1CCc2ccccc21,99,0,0,-0.2,-6,22,-2,-3,96,95,-2
O=[N+]([O-])c1cnn(-c2nc(-c3cccs3)cc(C(F)(F)F)n2)c1,95,27,2,2.1,-3,14,3,0,93,?,-1
CC1CCCN(c2oc(-c3cccc4ccccc34)nc2C#N)C1 (stereo not drawn),99,66,-10,1.2,-12,20,2,-2,101,106,-6
COC(=O)c1ccc(NC(=O)CSc2nnc(-c3ccccc3)n2C)cc1,101,0,-1,-0.1,-4,16,-4,-7,103,103,-4
CC(C)c1nc2sc3c(c2c(=O)o1)CCCC3,99,2,3,0.4,2,6,1,-7,99,99,0
O=C(Oc1cncc(Cl)c1)c1ccco1,101,1,-4,1.5,-2,9,-4,-4,101,106,-7
CCc1nccn1S(=O)(=O)c1ccc(OC)c(C)c1C,97,-1,-4,-1.9,-3,38,-3,0,95,88,-3
CCOc1ccc(S(=O)(=O)Nc2ccccc2C(=O)N/N=C/c2c(OC)ccc3ccccc23)cc1,103,-1,-9,-0.1,-17,22,-9,-13,103,101,-15
CN(C)S(=O)(=O)c1ccc(C(=O)NNC(=O)C2COc3ccccc3O2)cc1 (stereo not drawn),98,0,-3,-0.2,-2,10,-2,-3,102,96,-3
Cc1ccc(NC(=O)CCC(=O)OCc2ccc(Br)cc2)cc1,103,0,-1,0.1,1,7,0,0,101,102,-2
CCOc1cccc(CNCc2ccc(C(=O)O)cc2)c1,97,0,-1,0.0,-4,9,-1,-2,99,95,-3
COc1cc(SC)ccc1C(=O)Nc1c(Cl)cncc1Cl,100,32,-2,-1.1,-5,14,1,0,103,102,-2
Cc1ccc(S(=O)(=O)/N=C2/NC(=O)/C(=C\c3ccco3)S2)cc1,100,3,-2,0.5,0,24,-1,-2,98,101,-1
c1ccc(-c2ccccc2OCCCCN2CCCCCC2)cc1,100,-2,0,0.6,2,14,-3,-1,103,101,-2
O=C1OC(Nc2ccc(F)cc2F)c2ccccc21 (stereo not drawn),100,1,-7,-1.3,-12,30,-1,-3,104,103,-6
CCN(CC)C(=O)N1c2ccccc2C=Cc2ccccc21,99,31,-13,1.3,-19,25,0,-6,101,103,-7
CCOC(=O)c1ccc(CSc2n[nH]c(C)n2)o1,99,0,-3,-0.1,-11,15,3,0,98,97,-3
COc1ccc(-c2ccc(-c3noc(-c4ccco4)n3)c(OC)n2)cc1,100,42,-11,0.9,-21,22,-5,-9,100,98,-12
S=c1[nH]nc(-c2ccco2)n1/N=C/C=C/c1ccccc1,88,-1,2,-0.5,10,22,3,0,91,88,-11
CS(=O)(=O)c1cnc(-c2ccccc2)nc1Oc1ccc(F)cc1,94,-2,-3,-2.9,-9,32,-5,-7,91,93,-8
CC1CCN(CCCNC(=O)C2CC(=O)N(C3CCCCCC3)C2)CC1 (stereo not drawn),102,0,-8,0.0,-5,13,3,1,98,104,-5
Cc1nnc(-c2cnn(C)c2N)n1Cc1ccc2c(c1)OCO2,101,2,-4,0.6,-4,8,3,1,96,91,0
CC(C)OCCCNC(=O)C(NS(=O)(=O)c1ccc2c(c1)c(=O)n(C)c(=O)n2C)c1ccccc1 (stereo not drawn),94,1,0,0.0,0,12,-2,-2,95,99,-7

# Shown with two lines to a compound: part of the list above.
# Order of results: RGS8-Gao reg | ABCG2 inh | Bcl-2 Bim block | ABCB1 block | Bim-Bfl-1 | GSH fluor | Bcl-W Bim block | Bim-Bcl-XL | RGS4-Gao reg | RGS7-Gao reg | Bim-Bcl-B
> Cn1cnnc1Sc1ccc(C(F)(F)F)cc1[N+](=O)[O-]
 : 102 | 2 | -4 | 0.6 | -4 | 16 | 0 | -1 | 101 | 104 | -2
> CCc1nnc(NC(=O)c2ccc(-c3ccc(F)cc3)o2)s1
 : 97 | 3 | -2 | 0.1 | -6 | 14 | -2 | -1 | 100 | 97 | -2
> Cc1ccc(S(=O)(=O)N(C)C)cc1NC(=S)N1CCc2ccccc21
 : 99 | 0 | 0 | -0.2 | -6 | 22 | -2 | -3 | 96 | 95 | -2
> O=[N+]([O-])c1cnn(-c2nc(-c3cccs3)cc(C(F)(F)F)n2)c1
 : 95 | 27 | 2 | 2.1 | -3 | 14 | 3 | 0 | 93 | ? | -1
> CC1CCCN(c2oc(-c3cccc4ccccc34)nc2C#N)C1 (stereo not drawn)
 : 99 | 66 | -10 | 1.2 | -12 | 20 | 2 | -2 | 101 | 106 | -6
> COC(=O)c1ccc(NC(=O)CSc2nnc(-c3ccccc3)n2C)cc1
 : 101 | 0 | -1 | -0.1 | -4 | 16 | -4 | -7 | 103 | 103 | -4
> CC(C)c1nc2sc3c(c2c(=O)o1)CCCC3
 : 99 | 2 | 3 | 0.4 | 2 | 6 | 1 | -7 | 99 | 99 | 0
> O=C(Oc1cncc(Cl)c1)c1ccco1
 : 101 | 1 | -4 | 1.5 | -2 | 9 | -4 | -4 | 101 | 106 | -7
> CCc1nccn1S(=O)(=O)c1ccc(OC)c(C)c1C
 : 97 | -1 | -4 | -1.9 | -3 | 38 | -3 | 0 | 95 | 88 | -3
> CCOc1ccc(S(=O)(=O)Nc2ccccc2C(=O)N/N=C/c2c(OC)ccc3ccccc23)cc1
 : 103 | -1 | -9 | -0.1 | -17 | 22 | -9 | -13 | 103 | 101 | -15
> CN(C)S(=O)(=O)c1ccc(C(=O)NNC(=O)C2COc3ccccc3O2)cc1 (stereo not drawn)
 : 98 | 0 | -3 | -0.2 | -2 | 10 | -2 | -3 | 102 | 96 | -3
> Cc1ccc(NC(=O)CCC(=O)OCc2ccc(Br)cc2)cc1
 : 103 | 0 | -1 | 0.1 | 1 | 7 | 0 | 0 | 101 | 102 | -2
> CCOc1cccc(CNCc2ccc(C(=O)O)cc2)c1
 : 97 | 0 | -1 | 0.0 | -4 | 9 | -1 | -2 | 99 | 95 | -3
> COc1cc(SC)ccc1C(=O)Nc1c(Cl)cncc1Cl
 : 100 | 32 | -2 | -1.1 | -5 | 14 | 1 | 0 | 103 | 102 | -2
> Cc1ccc(S(=O)(=O)/N=C2/NC(=O)/C(=C\c3ccco3)S2)cc1
 : 100 | 3 | -2 | 0.5 | 0 | 24 | -1 | -2 | 98 | 101 | -1
> c1ccc(-c2ccccc2OCCCCN2CCCCCC2)cc1
 : 100 | -2 | 0 | 0.6 | 2 | 14 | -3 | -1 | 103 | 101 | -2

# (continued)
SMILES,RGS8-Gao reg,ABCG2 inh,Bcl-2 Bim block,ABCB1 block,Bim-Bfl-1,GSH fluor,Bcl-W Bim block,Bim-Bcl-XL,RGS4-Gao reg,RGS7-Gao reg,Bim-Bcl-B
O=C(CN1CCCC1)N1c2ccccc2Sc2ccccc21,101,3,0,0.8,-4,18,-1,-1,100,99,-3
CCC(C)(C)NC(=O)C(c1ccncc1)N(C(=O)c1sc(C)nc1C)c1ccc(F)cc1 (stereo not drawn),99,0,-2,0.0,-9,16,-3,-4,94,96,-5
COc1cc(NC(=O)N[C@@H](Cc2ccccc2)C(=O)O)cc(OC)c1,100,8,-4,0.0,-3,26,-4,-5,99,98,-5
Cc1ccc(NC(C)C(=O)N/N=C/c2ccc([N+](=O)[O-])s2)cc1 (stereo not drawn),105,2,-2,0.4,-5,21,-1,-3,106,105,-3
CC1Cc2ccccc2N1c1ncnc2nc[nH]c12 (stereo not drawn),99,5,-9,0.3,-9,25,0,-3,103,101,-8
Cc1ccc(S(=O)(=O)N2CCC(C(=O)N3CCC[C@H]3C(=O)NCc3ccco3)CC2)cc1,101,1,-2,0.7,-2,12,1,-1,98,99,0
Cc1ccc(-c2nn(-c3ccccc3)cc2NC(=O)CCl)cc1,105,17,-2,1.4,-2,11,2,0,100,?,3
COc1cccc(-c2cc(C(=O)N3C(C)CCCC3C)no2)c1 (stereo not drawn),105,2,2,0.4,-11,14,4,-1,108,105,-3
O=C(c1ccccc1)c1ccc(OCC(O)CN2CCN(Cc3ccccc3)CC2)cc1 (stereo not drawn),100,-1,0,0.2,1,15,-5,0,101,96,0
Cc1ccnc(NS(=O)(=O)c2ccc(NC(=O)C3COc4ccccc4O3)cc2)n1 (stereo not drawn),115,0,-5,0.8,-8,8,-3,-2,105,106,-3
CCOc1cc(N2CCOCC2)c(OCC)cc1NC(=O)CCC1CCCC1,96,5,0,1.5,0,7,-5,-3,96,99,-8
O=S(=O)(Nc1cc(C(F)(F)F)ccc1N1CCOCC1)c1ccc2ccccc2c1,102,22,-4,2.5,0,12,-5,-7,101,100,-5
COc1ccc(-c2cn3cccnc3n2)cc1NC(=O)c1ccc(Br)o1,97,1,0,0.2,-1,13,2,1,96,94,0
COC(=O)c1ccc2c(=O)n(Cc3ccc(C(=O)NC4CCCC4)cc3)c(=S)[nH]c2c1,103,-8,-6,-1.1,-17,10,-7,-6,100,99,-5
C#CCOCCOCCOCCNc1nc(N2CCN(C(=O)[C@H]([C@@H](C)CC)n3cc(CCCN=C(N)N)nn3)CC2)nc(N2CCN(C(=O)[C@H](CCCCN)n3cc(CCCC)nn3)CC2)n1,103,0,2,-0.1,2,20,-1,-2,107,105,-5
Cc1cc(Cl)ccc1NC(=S)NCc1ccccc1,100,3,-5,0.7,-2,17,-3,-3,97,98,-2
COc1ccc(-c2nc3ccccc3c(=O)n2NC(=O)Cc2ccccc2)cc1,98,5,-7,0.3,-12,19,-4,-10,95,97,-7

# Two neighbouring records from above, quoted:
SMILES,RGS8-Gao reg,ABCG2 inh,Bcl-2 Bim block,ABCB1 block,Bim-Bfl-1,GSH fluor,Bcl-W Bim block,Bim-Bcl-XL,RGS4-Gao reg,RGS7-Gao reg,Bim-Bcl-B
Cn1cnnc1Sc1ccc(C(F)(F)F)cc1[N+](=O)[O-],102,2,-4,0.6,-4,16,0,-1,101,104,-2
CCc1nnc(NC(=O)c2ccc(-c3ccc(F)cc3)o2)s1,97,3,-2,0.1,-6,14,-2,-1,100,97,-2

# Screening results deposited in PubChem by NMMLSC.
